Mtb BioA inh – M. tuberculosis BioA enzyme inhibitors, primary screen, biochemical, plate reader, single point, HTS; purified M. tuberculosis BioA enzyme; inhibition, % at 9.99 µM; 360,000 compounds, 0.096% hits; in the data active = inhibition above about 40%
Active calls of the source: *. These rows are one share of the data; the hit share may differ from the screen's.

SMILES	Mtb BioA inh
CO[C@@H]1CN(C)C(=O)c2ccc(NS(C)(=O)=O)cc2OC[C@H](C)N(S(C)(=O)=O)C[C@H]1C	-4.5
C[C@@H]1CN([C@@H](C)CO)C(=O)c2cc(NC(=O)CCCN(C)C)ccc2O[C@@H](C)CCCCO[C@H]1CN(C)C(=O)CCC(F)(F)F	1.1
CCCN1C[C@H](C)[C@H](OC)CN(C)C(=O)c2ccc(NS(C)(=O)=O)cc2OC[C@@H]1C	-2.3
N#Cc1cccc(-c2ccc([C@H]3[C@@H](CO)N4CCCCN(C(=O)Cc5ccncc5)C[C@H]34)cc2)c1	-3.5
Cc1ccc(S(=O)(=O)Nc2ccc3c(c2)C(=O)N([C@H](C)CO)C[C@H](C)[C@@H](CN(C)CC2CC2)OCCCC[C@H](C)O3)cc1	0.5
COc1ccc(NC(=O)Nc2ccc3c(c2)C(=O)N([C@H](C)CO)C[C@H](C)[C@@H](CN(C)Cc2ccncc2)OCCCC[C@H](C)O3)cc1	0.8
CN1CCN(C(=O)C[C@@H]2CC[C@@H]3[C@H](COC[C@H](O)CN3Cc3ccc4c(c3)OCO4)O2)CC1	-0.8
CO[C@H]1CN(C)C(=O)c2cc(NC(=O)c3ccno3)ccc2OC[C@H](C)N(S(C)(=O)=O)C[C@H]1C	3.6
C[C@@H]1CCCCO[C@@H](CN(C)Cc2ccc(C(F)(F)F)cc2)[C@H](C)CN([C@H](C)CO)C(=O)c2cc(NC(=O)C3CCCCC3)ccc2O1	1.6
CC(C)NC(=O)Nc1ccc2c(c1)C(=O)N([C@H](C)CO)C[C@H](C)[C@H](CN(C)C(=O)c1ccccc1)OCCCC[C@H](C)O2	-0.9
C[C@H]1CCCCO[C@H](CN(C)C(=O)Nc2ccc(C(F)(F)F)cc2)[C@@H](C)CN([C@@H](C)CO)C(=O)c2cc(NC(=O)NC3CCCCC3)ccc2O1	-1.6
C[C@@H]1CN([C@H](C)CO)S(=O)(=O)c2ccc(-c3cncnc3)cc2O[C@H]1CN(C)C(=O)NC1CCCC1	2.1
O=C(C[C@H]1C=C[C@H](NC(=O)CCN2CCCCC2)[C@H](CO)O1)NCc1ccc(Cl)c(Cl)c1	-2.0
COc1cccc(C(=O)Nc2ccc3c(c2)OC[C@@H](C)N(C(=O)C2CCC2)C[C@@H](C)[C@H](OC)CN(C)C3=O)c1	1.0
Cc1ccc(S(=O)(=O)N2C[C@@H](O)COC[C@@H]3O[C@@H](CC(=O)NCCN4CCCCC4)CC[C@H]32)cc1	0.6
CCC(=O)N1[C@@H]2c3ccc(C4=CCCCC4)c(=O)n3C[C@@H]2[C@@H](CO)[C@@H]1C(=O)NC1CCC1	0.0
C[C@@H]1CN([C@@H](C)CO)C(=O)c2cc(NC(=O)NC3CCCCC3)ccc2O[C@@H](C)CCCCO[C@H]1CN(C)CC1CCCCC1	-2.8
Cc1ccccc1S(=O)(=O)N[C@H]1CC[C@@H](CCn2cc(Cc3ccccc3)nn2)O[C@@H]1CO	-0.3
Cc1cc(C(=O)Nc2cccc3c2O[C@@H](CN(C)CC2CCCCC2)[C@@H](C)CN([C@H](C)CO)C3=O)n(C)n1	-1.8
O=C(C[C@@H]1C=C[C@H](NC(=O)Nc2ccccc2)[C@H](CO)O1)NCc1cccc(F)c1	1.1
CCCC(=O)Nc1ccc2c(c1)C(=O)N(C)C[C@@H](OC)[C@H](C)CN(CCc1ccccc1)[C@@H](C)CO2	0.7
CN1C(=O)c2cc(NC(=O)c3ccc(F)cc3)ccc2OC[C@@H]2O[C@H](CC(=O)O)CC[C@H]21	-1.0
N#Cc1cccc(-c2ccc([C@@H]3[C@H](CO)N4CCCCN(C(=O)Cc5ccncc5)C[C@@H]34)cc2)c1	-1.8
CCCNC(=O)C[C@H]1CC[C@@H]2[C@H](COc3ccc(NC(=O)c4cc(F)cc(F)c4)cc3C(=O)N2C)O1	-0.4
COc1ccc(NC(=O)Nc2ccc3c(c2)CC(=O)N([C@@H](C)CO)C[C@H](C)[C@@H](CN(C)Cc2ccccc2)O3)cc1	1.0
CO[C@H]1CN(C)C(=O)c2cc(NC(=O)C3CC3)ccc2OC[C@H](C)N(C)C[C@@H]1C	2.1
COc1ccccc1-c1ccc2c(c1)O[C@H](CN(C)S(=O)(=O)c1ccc(F)cc1)[C@H](C)CN([C@@H](C)CO)S2(=O)=O	-0.5
O=C(Nc1ccc(C(F)(F)F)cc1)N[C@@H]1CC[C@@H](CCNC(=O)c2ccccc2F)O[C@H]1CO	2.5
O=C(Nc1cccc(Cl)c1)N1C[C@H]2[C@@H](c3ccccc31)[C@H](CO)N2CC1CCOCC1	-1.2
COc1cccc(S(=O)(=O)N2C[C@H](O)COC[C@@H]3O[C@H](CC(=O)N4CCCCC4)CC[C@H]32)c1	-0.7
CO[C@H]1CN(C)C(=O)c2ccc(NC(=O)c3nc4ccccc4s3)cc2OC[C@H](C)NC[C@H]1C	2.4
CN(C)CCCNC(=O)C[C@H]1CC[C@@H](NS(=O)(=O)c2ccccc2)[C@H](CO)O1	2.3
O=C(C[C@H]1CC[C@H]2[C@@H](COC[C@@H](O)CN2C(=O)c2ccccc2)O1)NCCCN1CCOCC1	-1.1
CCNC(=O)[C@H]1[C@H](CO)[C@H]2Cn3c(ccc(C4=CCCC4)c3=O)[C@H]2N1CC1CC1	-0.2
C[C@H]1CN([C@@H](C)CO)C(=O)Cc2cc(NC(=O)Nc3ccc(F)cc3)ccc2O[C@@H]1CN(C)CC1CCCCC1	-1.0
O=C(CC1CC1)Nc1ccc2c(c1)[C@H]1C[C@H](CC(=O)NC3CCCCC3)O[C@@H](CO)[C@H]1O2	1.4
CS(=O)(=O)N1[C@@H]2c3cccc(=O)n3C[C@H]1[C@H](CO)[C@H]2C(=O)NCc1ccc(F)cc1	-0.9
C[C@@H]1CCCCO[C@@H](CN(C)C(=O)NC2CCCCC2)[C@H](C)CN([C@H](C)CO)C(=O)c2cc(NC(=O)Nc3ccc(F)cc3)ccc2O1	1.1
C[C@@H]1CN([C@@H](C)CO)C(=O)c2cc(C#CC3CC3)cnc2O[C@H]1CN(C)C(=O)c1ccc(F)cc1	8.0
O=C(C[C@@H]1CC[C@@H](NC(=O)c2ccncc2)[C@H](CO)O1)NCCc1ccncc1	-3.2

No new results follow: two of the compounds above.
SMILES	Mtb BioA inh
CO[C@H]1CN(C)C(=O)c2ccc(NC(=O)c3nc4ccccc4s3)cc2OC[C@H](C)NC[C@H]1C	2.4
CN(C)CCCNC(=O)C[C@H]1CC[C@@H](NS(=O)(=O)c2ccccc2)[C@H](CO)O1	2.3

Continuation.
SMILES	Mtb BioA inh
C[C@@H]1CCCCO[C@@H](CN(C)C(=O)CCC(F)(F)F)[C@@H](C)CN([C@@H](C)CO)C(=O)c2cc(NC(=O)CCC(F)(F)F)ccc2O1	0.5
CC(=O)N1[C@@H]2c3cccc(=O)n3C[C@@H]2[C@@H](CO)[C@@H]1C(=O)N[C@H](C)c1ccccc1	0.6
COc1ccc(CN(C)C[C@@H]2Oc3ccc(NS(=O)(=O)c4ccccc4)cc3CC(=O)N([C@H](C)CO)C[C@@H]2C)cc1	2.2
O=C(C[C@@H]1C=C[C@H](NC(=O)c2cccc(F)c2)[C@H](CO)O1)NCc1ccc(Oc2ccccc2)cc1	6.0
CCC(=O)N1C[C@@H]2[C@H](c3ccccc31)[C@@H](CO)N2C(=O)Nc1ccccc1	-1.5
O=C(N[C@@H]1CC[C@@H](CCNS(=O)(=O)c2ccc(Cl)cc2)O[C@H]1CO)c1ccccn1	-1.0
N#C[C@@H]1[C@H](c2ccc(-c3ccc(F)cc3)cc2)[C@@H](CO)N1C(=O)Cc1ccccc1	-0.5
CO[C@@H]1CN(C)C(=O)c2ccc(NC(=O)C3CCC3)cc2OC[C@@H](C)N(C(=O)NC(C)C)C[C@@H]1C	0.2
C[C@H](CO)N1C[C@H](C)[C@H](CN(C)C(=O)Nc2ccccc2F)Oc2cc(-c3ccc(C(=O)N(C)C)cc3)ccc2S1(=O)=O	-0.2
CN(C)CCCNC(=O)C[C@H]1CC[C@@H](NS(=O)(=O)c2ccccc2)[C@@H](CO)O1	-1.6

10 entries out of the list, arranged by molar mass, ascending:
SMILES	Mtb BioA inh
CC(=O)N1[C@@H]2c3cccc(=O)n3C[C@@H]2[C@@H](CO)[C@@H]1C(=O)N[C@H](C)c1ccccc1	0.6
O=C(C[C@@H]1CC[C@@H](NC(=O)c2ccncc2)[C@H](CO)O1)NCCc1ccncc1	-3.2
N#Cc1cccc(-c2ccc([C@H]3[C@@H](CO)N4CCCCN(C(=O)Cc5ccncc5)C[C@H]34)cc2)c1	-3.5
COc1cccc(S(=O)(=O)N2C[C@H](O)COC[C@@H]3O[C@H](CC(=O)N4CCCCC4)CC[C@H]32)c1	-0.7
O=C(C[C@@H]1C=C[C@H](NC(=O)c2cccc(F)c2)[C@H](CO)O1)NCc1ccc(Oc2ccccc2)cc1	6.0
CCCNC(=O)C[C@H]1CC[C@@H]2[C@H](COc3ccc(NC(=O)c4cc(F)cc(F)c4)cc3C(=O)N2C)O1	-0.4
COc1ccc(NC(=O)Nc2ccc3c(c2)CC(=O)N([C@@H](C)CO)C[C@H](C)[C@@H](CN(C)Cc2ccccc2)O3)cc1	1.0
CC(C)NC(=O)Nc1ccc2c(c1)C(=O)N([C@H](C)CO)C[C@H](C)[C@H](CN(C)C(=O)c1ccccc1)OCCCC[C@H](C)O2	-0.9
C[C@@H]1CCCCO[C@@H](CN(C)C(=O)CCC(F)(F)F)[C@@H](C)CN([C@@H](C)CO)C(=O)c2cc(NC(=O)CCC(F)(F)F)ccc2O1	0.5
C[C@@H]1CCCCO[C@@H](CN(C)C(=O)NC2CCCCC2)[C@H](C)CN([C@H](C)CO)C(=O)c2cc(NC(=O)Nc3ccc(F)cc3)ccc2O1	1.1

Additional structures follow.
SMILES	Mtb BioA inh
C[C@H]1CN([C@@H](C)CO)C(=O)Cc2cc(NC(=O)c3ccncc3)ccc2O[C@@H]1CN(C)C(=O)Nc1ccc(F)cc1	-0.4
CC(C)CC#Cc1ccc2c(c1)O[C@H](CN(C)Cc1cncnc1)[C@H](C)CN([C@@H](C)CO)S2(=O)=O	5.1
C[C@@H]1CCCCO[C@H](CN(C)Cc2ccncc2)[C@@H](C)CN([C@H](C)CO)C(=O)c2cc(NS(=O)(=O)c3ccc(Cl)cc3)ccc2O1	-0.6
O=C(C[C@@H]1CC[C@@H]2[C@H](COC[C@@H](O)CN2C(=O)c2ccccc2F)O1)N1CCOCC1	-0.1
Cc1cc(C(=O)Nc2cccc3c2O[C@H](CN(C)Cc2ccc(C(F)(F)F)cc2)[C@H](C)CN([C@@H](C)CO)C3=O)n(C)n1	0.3
COc1ccc(S(=O)(=O)N[C@@H]2C=C[C@H](CC(=O)N3CCN(c4ccccc4)CC3)O[C@H]2CO)cc1	-0.3
C[C@H]1CN([C@@H](C)CO)C(=O)c2ccccc2-c2ccccc2CO[C@H]1CN(C)C(=O)Nc1cccc(C(F)(F)F)c1	-1.8
C[C@@H]1CN([C@H](C)CO)C(=O)c2cc(NC(=O)C3CCCCC3)ccc2O[C@@H](C)CCCCO[C@@H]1CN(C)Cc1ccc(C(F)(F)F)cc1	0.4
CS(=O)(=O)N(CC1CCC1)C[C@H]1N[C@@H](CO)[C@H]1c1ccccc1	3.0
N#C[C@H]1[C@H](c2ccc(C3=CCCC3)cc2)[C@H](CO)N1c1nc(-c2ccccc2)cs1	-0.1
CC(C)NC(=O)Nc1ccc2c(c1)C(=O)N([C@H](C)CO)C[C@H](C)[C@H](CN(C)C(=O)Nc1cccc3ccccc13)OCCCC[C@H](C)O2	-0.7
CCCNC(=O)N[C@H]1CC[C@H](CCn2cc(C3CCCCC3)nn2)O[C@H]1CO	-3.2
CCC(=O)Nc1ccc2c(c1)OC[C@H](C)N(Cc1cncnc1)C[C@@H](C)[C@@H](OC)CN(C)C2=O	2.9
Cc1noc(C)c1NC(=O)Nc1cccc2c1O[C@@H](CN(C)C)[C@@H](C)CN([C@@H](C)CO)C2=O	4.8
Cc1cc(C(=O)Nc2cccc3c2O[C@@H](CN(C)C(=O)Nc2c(C)noc2C)[C@H](C)CN([C@H](C)CO)C3=O)n(C)n1	-0.2
C[C@H](CO)N1C[C@H](C)[C@@H](CN(C)CC2CCCCC2)OCCCC[C@H](C)Oc2ccc(NC(=O)c3ccncc3)cc2C1=O	0.3
O=C(C[C@@H]1CC[C@H]2[C@@H](COC[C@H](O)CN2Cc2ccc(Cl)cc2)O1)NCCc1ccccc1	3.2
CC(C)C#Cc1ccc2c(c1)O[C@@H](CN(C)C(=O)c1ccccc1)[C@H](C)CN([C@@H](C)CO)S2(=O)=O	-2.6
Cc1noc(C)c1S(=O)(=O)Nc1ccc2c(c1)C(=O)N([C@H](C)CO)C[C@H](C)[C@H](CN(C)C(=O)Nc1ccc(C(F)(F)F)cc1)O2	-2.2
Cc1cccc(-c2ccc([C@@H]3[C@@H](CO)N4CCCCN(Cc5ccncc5)C[C@@H]34)cc2)c1	6.3
Cc1noc(C)c1S(=O)(=O)Nc1ccc2c(c1)CC(=O)N([C@H](C)CO)C[C@H](C)[C@@H](CN(C)S(=O)(=O)c1cccs1)O2	-1.6
Cc1ccc(S(=O)(=O)N(C)C[C@H]2Oc3cc(C4=CCCC4)ccc3S(=O)(=O)N([C@H](C)CO)C[C@H]2C)cc1	-2.9
Cc1ccc(-c2ccc3c(c2)O[C@H](CN(C)Cc2ccc(C(=O)O)cc2)[C@@H](C)CN([C@H](C)CO)S3(=O)=O)cc1	6.0
O=C(Nc1ccc(F)cc1)N[C@@H]1CC[C@@H](CC(=O)N2CCOCC2)O[C@@H]1CO	2.2
C[C@H](CO)N1C[C@H](C)[C@@H](CN(C)C(=O)Nc2ccc(F)cc2)Oc2cc(/C=C/c3ccccc3)ccc2S1(=O)=O	-1.0
C[C@@H]1CN([C@@H](C)CO)C(=O)Cc2cc(NC(=O)Nc3ccc(F)cc3)ccc2O[C@H]1CN(C)S(C)(=O)=O	-3.2
C/C=C/c1ccc([C@H]2[C@@H](CN(C)C(=O)CC)N(C(=O)NCCC)[C@H]2CO)cc1	-3.0
Cc1noc(C)c1S(=O)(=O)N(C)C[C@H]1OCCCC[C@@H](C)Oc2ccc(NC(=O)Nc3cccc4ccccc34)cc2C(=O)N([C@@H](C)CO)C[C@H]1C	0.2
CC(=O)N(C)C[C@H]1Oc2cc(C#CC(C)C)ccc2S(=O)(=O)N([C@H](C)CO)C[C@H]1C	1.2
C[C@H](CO)N1C[C@H](C)[C@H](CN(C)Cc2ccc(C(=O)O)cc2)Oc2ccc(NC(=O)C3CC3)cc2C1=O	2.3
